Assay outcomes from PubChem BioAssay.
STK33 kinase inh = human STK33 kinase inhibition; Q9BYT3; purified STK33, MBP phosphorylation, ADP-Glo luminescence; inhibition, % at 10 µM; hit rate 0.073% among 320,000; AID 2661;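 active = inhibition at or above 25%, using the most active replicate where run in duplicate; inactive = inhibition below 25%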
Target sequence (Q9BYT3 whole entry, looked up): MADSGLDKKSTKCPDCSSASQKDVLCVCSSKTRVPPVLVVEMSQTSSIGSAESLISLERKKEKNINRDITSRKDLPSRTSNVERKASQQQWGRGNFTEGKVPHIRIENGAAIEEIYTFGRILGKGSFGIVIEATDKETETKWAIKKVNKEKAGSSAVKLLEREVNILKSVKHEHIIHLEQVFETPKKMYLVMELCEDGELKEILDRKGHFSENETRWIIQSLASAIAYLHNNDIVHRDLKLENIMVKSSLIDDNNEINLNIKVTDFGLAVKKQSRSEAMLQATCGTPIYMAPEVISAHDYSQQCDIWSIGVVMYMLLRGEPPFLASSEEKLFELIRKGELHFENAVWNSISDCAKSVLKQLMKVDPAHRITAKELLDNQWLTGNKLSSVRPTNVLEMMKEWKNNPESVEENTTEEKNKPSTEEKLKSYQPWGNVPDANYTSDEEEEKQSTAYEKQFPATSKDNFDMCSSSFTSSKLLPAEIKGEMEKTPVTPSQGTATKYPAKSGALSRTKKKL
Kir21 inh = Kir2.1 (mouse) channel inhibition | P35561 | HEK293-Kir2.1, FluxOR thallium flux fluorescence; active compounds read low | B-score at 10 µM | hit rate 0.85% among 310,000;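 active = fluorescence ratio B-score at or below minus 3 SD of library scores, with starting-brightness B-score within 2 SD, cut at about -4.2 in these data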;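 also: channel flux triggered by added potassium and thallium sulfate stimulus; B-score of peak minus minimum fluorescence over baseline after thallium stimulus; more negative B-score means stronger Kir2.1 block with less thallium influx; some compounds called inactive have numbers as strong as hits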
Target sequence (P35561 whole entry, looked up): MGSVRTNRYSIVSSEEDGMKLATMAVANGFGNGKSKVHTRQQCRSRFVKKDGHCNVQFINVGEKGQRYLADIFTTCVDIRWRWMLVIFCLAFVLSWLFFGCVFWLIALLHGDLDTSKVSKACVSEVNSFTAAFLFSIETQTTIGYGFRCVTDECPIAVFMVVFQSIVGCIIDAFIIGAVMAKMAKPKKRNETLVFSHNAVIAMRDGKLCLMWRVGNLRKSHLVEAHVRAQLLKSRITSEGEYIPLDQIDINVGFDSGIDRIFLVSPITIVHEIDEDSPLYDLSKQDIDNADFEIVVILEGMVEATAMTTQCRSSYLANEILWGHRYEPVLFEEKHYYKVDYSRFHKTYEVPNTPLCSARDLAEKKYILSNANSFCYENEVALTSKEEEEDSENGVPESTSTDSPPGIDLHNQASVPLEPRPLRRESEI
An asterisk follows results filed as active; / = not tested or not shown.

SMILES	STK33 kinase inh	Kir21 inh
CC(C)CCC(O)(c1ccccc1)C(CN1CCOCC1)c1ccccc1 (stereo not given)	-2.4	0.08
Cc1nnc(SCc2ccccc2F)n1NCc1cccs1	-1.2	-4.2*
CC(=O)N1CCCc2cc(S(=O)(=O)N3CCCC(C)C3)ccc21 (stereo not given)	-2.5	-1.4
O=C(CC(c1ccccc1)(c1ccccc1)c1ccccc1)N[C@@H](Cc1ccccc1)C(=O)O	-2.5	1.6
COc1cccc(-n2c(SCC(N)=O)nc3ccccc3c2=O)c1	-0.6	-2.6
CN1CCN(C(=S)NC(=O)/C=C/c2cccs2)CC1	-0.9	-0.12
CC(C)(C)c1ccc(C(=O)OCC(=O)N2CCC(c3ccccc3)=N2)cc1	11	/
CN1C(=O)c2ccc(NC(=O)CCS(=O)(=O)c3ccccc3)cc2C1=O	-0.4	0.18
N#Cc1c(N)oc(-c2ccccc2)c1-c1ccccc1	-1.0	0.51
Cn1c(SCC(=O)Nc2sccc2C(N)=O)nnc1-c1ccncc1	1.1	-0.25
CNC(=S)NNC(=O)CNc1ccc(C)c(Cl)c1	0.0	-0.97
COc1cc(OC)cc(C(=O)OCC(=O)NC(c2ccccc2)c2ccccc2)c1	-0.9	/
CCOC(=O)C1=C(COC(=O)[C@@H](NC(=O)c2cccc(C)c2)C(C)C)NC(=O)NC1C (stereo not given in full)	-1.1	/
CCOc1cc(-c2c(C#N)c(N)nc3c2CCCC3)ccc1O	-0.2	-0.03
CC(=O)c1ccc(NC(=O)Cc2ccsc2)cc1	-0.3	-0.97
CCOc1ccc(/C=N/NC(=O)NC23CC4CC(CC(C4)C2)C3)cc1O	0.1	-0.06
O=C(CN(Cc1ccccc1)S(=O)(=O)c1ccc(F)cc1)NCc1ccncc1	-0.2	2
Cc1cc(NC(=O)c2c(Br)cnn2C)no1	/	-0.16
Cc1nc(/C=C/c2ccccc2)[nH]c(=O)c1-c1ccccc1	-1.9	0.3
N#CCCNS(=O)(=O)c1ccc(C(=O)OCCCOC(=O)c2ccc(S(=O)(=O)NCCC#N)cc2)cc1	-1.0	0.12
CC(=O)NS(=O)(=O)c1ccc(NC(=O)c2cc(-c3ccc(C)c(C)c3)nc3ccccc23)cc1	-1.8	-1
CCOc1ccc(N2CC(C(=O)NCCc3ccc(OC)c(OC)c3)CC2=O)cc1 (stereo not given)	/	-0.15
N#C/C(=C(/O)CN1CCOCC1)c1nc2ccccc2s1	1.2	-0.74
COc1ccccc1NS(=O)(=O)c1ccc2c(c1)N(C(C)=O)CC(C)S2 (stereo not given)	-0.5	-0.16
O=C(CSc1ccc(-c2ccco2)nn1)Nc1cccc(F)c1	-1.6	-0.04

(continued)
SMILES	STK33 kinase inh	Kir21 inh
O=C(NCc1ccccc1F)C1CCCN1C(=O)NCc1ccccc1 (stereo not given)	-7.1	-0.01
CC(C)c1nccn1S(=O)(=O)c1cc([N+](=O)[O-])ccc1Cl	0.1	0.19
CS(=O)(=O)N1CCc2cc(C(=O)N3CCOCC3)ccc21	0.1	1.9
CCOc1ccc(C(=O)/C=C/Nc2ccc(S(=O)(=O)Nc3cc(C)nc(C)n3)cc2)cc1	-1.3	0.91
COc1cccc(C(=O)Nc2nc(-c3ccc(S(=O)(=O)N4CCOCC4)cc3)cs2)c1	-2.2	-0.79
COC(=O)[C@H]1Cc2cnoc2C[C@]1(C)C(=O)O	-0.6	-1.3
NNC(=O)CSCc1ccc(Cl)cc1Cl	-0.9	-0.48
Cc1ccc(SCC(=O)c2c(C)nc3ccccn23)cc1	-1.1	0.55
Nc1ccnc(Oc2ccc(F)cc2)c1	-1.4	-0.11
CCOC(=O)c1cc(C(=O)NN)c(=O)[nH]c1C	-1.3	0.97
COc1cc(NC(=O)Nc2cccc(Cl)c2)c(OC)cc1NC(=O)CN1CCCCC1	0.0	-0.47
CCCN(CC1CC1)C(=O)COC(=O)c1ccc(C)cc1O	-0.2	/
Cc1nc(-c2ccc(NC(=O)c3ccc(Br)o3)cc2)cs1	1.5	-3.7
Cc1cc(C)c(NC(=O)COc2nc3ccccc3nc2C)c(C)c1	0.8	-2.1
COc1ccc(CN2CCN(S(=O)(=O)c3ccc(F)cc3)CC2)c(OC)c1OC	0.9	0.59
Cc1ccc(NC(=O)CCS(=O)(=O)c2ccc3c(c2)NC(=O)C(C)S3)cc1Cl (stereo not given)	-0.5	1.7
Cc1ccc(Cl)c(NC(=O)CN2CCNC(=O)C2)c1Cl	-1.1	0.11
CN(C)S(=O)(=O)Oc1ccc(C(=O)Nc2cccc(C(F)(F)F)c2)cc1	-1.8	-1.2
COc1ccc(NC(=O)CS(=O)(=O)c2ccc(C)cc2)c(OC)c1	-2.0	-0.04
CCOC(=O)C(C)N1C(=O)S/C(=C/c2ccc3c(c2)n(C)c(=O)n3C)C1=O (stereo not given)	-0.9	-0.24
Cc1ccc(OCC(=O)NC2CC(C)(C)NC(C)(C)C2)cc1C	-4.1	1.2
CCCCCCNCc1c(F)cccc1Cl	-0.4	1.8
O=C(NCc1cccnc1)Nc1cccc(C(F)(F)F)c1	-0.9	0.67
Nc1c(C(=O)C2CC2)sc2nc3c(cc12)CCC3	-0.8	-0.83
COc1ccc(CNC(=O)c2ccccc2C(=O)O)cc1	-2.6	0.03

In a second layout: results already given
compound,STK33 kinase inh,Kir21 inh
CCOC(=O)c1cc(C(=O)NN)c(=O)[nH]c1C,-1.3,0.97
COc1cc(NC(=O)Nc2cccc(Cl)c2)c(OC)cc1NC(=O)CN1CCCCC1,0.0,-0.47

Additional entries
SMILES	STK33 kinase inh	Kir21 inh
COc1ccc(NC(=O)c2cc(-c3ccco3)nc3ccccc23)cc1	-0.5	-0.72
COc1ccc(NC(=O)Cc2ccc(C)cc2)cc1S(=O)(=O)N1CCCCC1	0.3	/
COc1ccc(C(=O)OCC2CC(c3ccccc3)N(C)O2)cc1 (stereo not given)	0.0	0.56
CC1(C)OC1COc1c2ccoc2cc2oc(=O)ccc12 (stereo not given)	1.3	-0.14
CC1CN(C(=O)C2CCCC2)C(C)CN1C(=O)C1CCCC1 (stereo not given)	1.4	-0.4
CCN1C(=O)/C(=C/c2cn(C)nc2C)SC1=S	/	0
O=C(COc1ccc2c(C(F)(F)F)cc(=O)oc2c1)Nc1ccc2c(c1)OCCO2	-0.7	1.7
CC(=O)NCC(=O)OCC(=O)c1ccc2ccccc2c1	0.4	1.4
Cc1nnc(SCC2=C(C(=O)O)N3C(=O)C(NC(=O)Cn4nc(C(F)F)cc4C)C3SC2)s1 (stereo not given)	-0.8	0.84
CC(=O)Nc1ccc(C(=O)OCC(=O)N2CC3(C)CC2CC(C)(C)C3)cc1 (stereo not given)	-0.7	/
CC(C)OCCCNC(=O)CCSc1ccc(Cl)cc1	-2.3	-0.35
Cc1ccc(CNC(=O)COC(=O)c2ccc(Br)cc2)cc1	-0.2	1.4
O=C(CNS(=O)(=O)c1ccc(Br)cc1Cl)OCC(=O)N1CCCC1=O	-1.2	/
CNc1nc(-c2ccccc2)cc(C)c1S(C)(=O)=O	-0.3	-0.34
COc1ccc(N2CCN(C(c3cccs3)C(C)NC(=O)C(=O)N3CCOCC3)CC2)cc1 (stereo not given)	-1.7	0.39
O=C(CNCc1cccs1)Nc1ccc(N2CCCCCC2)cc1	-0.5	-1.6
CC1(C)Oc2ccc3ccc(=O)oc3c2C[C@H]1O[C@@H]1O[C@H](CO)[C@@H](O)[C@H](O)[C@H]1O	0.3	/
Fc1ccccc1Nc1ncnc2c1nnn2Cc1ccccc1	-0.9	-0.15
CC(=O)c1ccc(-c2ccc(C(=O)Nc3nc(C)c(C(C)=O)s3)o2)cc1	-1.1	/
Cc1occc1C(=O)/C(C#N)=C/c1ccc(O)c(Br)c1	3.8	-1.2
O=C(CCCn1c(SCC(=O)Nc2ccccc2Cl)nc2ccccc2c1=O)NCC1CCCO1 (stereo not given)	-1.5	0.39
CC(=O)c1ccc(N2CCN(C(=O)CCCc3nc4ccccc4s3)CC2)cc1	-0.5	0.09
CCN(CC)c1ccc(/C=N/NC(=O)c2ccco2)c(O)c1	-1.0	-0.05
Cc1cc(C)cc(-n2c(SCC(=O)NCc3ccco3)nc3ccccc3c2=O)c1	-2.5	/
C/C(=N\NC(=O)CN(c1ccccc1)S(=O)(=O)c1ccccc1[N+](=O)[O-])C(C)(C)C	1.8	-0.3

Additional records
SMILES	STK33 kinase inh	Kir21 inh
COc1ccc(/C(C)=N/NC(=O)c2ccc3nc[nH]c3c2)cc1	-2.9	2.1
Cc1ccc(-c2nnc(N3CCN(c4ccccn4)CC3)c3ccccc23)cc1	-1.7	-1.2
COc1ccc(-c2nnc(SCC(=O)Nc3c(Cl)cc(Cl)cc3C(=O)O)o2)cc1	0.2	/
O=C(c1ccco1)N1CCN(C(=O)C(Cc2ccccc2)NS(=O)(=O)c2cccs2)CC1 (stereo not given)	-0.9	/
Cc1ccc(C(C)C)c(OCc2nn(CC(=O)c3ccc(Cl)cc3)c3[n+]2CCCCC3)c1	0.8	-2.5
Cc1ccc(OCC(=O)Nc2ccc(C(N)=O)cc2)cc1	-0.2	-1.6
O=C(O)CSc1nc2ccccc2nc1Cc1ccccc1F	-0.9	-6
CCOc1ccccc1C(=O)Nc1nnc(COC)s1	-0.6	-0.04
Cn1c(C(O)c2ccc(Br)cc2)nc(Cl)c1Cl (stereo not given)	0.1	0.87
C[N+]12CCC(CC1)C(OC(=O)C(O)(c1ccccc1)c1ccccc1)C2 (stereo not given)	-0.3	-0.72
CCCC(=O)Nc1ccccc1NC(=O)C1CCCCC1	4.9	-1.4
COc1ccc(OC)c(C(=O)Cn2c3[n+](c4ccc(C(F)(F)F)cc42)CCCCC3)c1	0.4	0.97
C[C@]12C[C@H](O)[C@H]3[C@@H](CCC4=CC(=O)CC[C@@]43C)[C@@H]1CC[C@@H]2C(=O)CO	-0.3	-0.03
CCOc1cc(N2CCOCC2)c(OCC)cc1NC(=O)COC(=O)c1c(CC)noc1C	-1.5	/
O=C(CSc1nnnn1-c1ccccc1Cl)Nc1ccc2c(c1)OCCO2	-1.5	-1.2
COCCNC(=O)c1c(CSc2ccccc2)noc1C(=O)NCc1ccccc1	-0.3	1.8
CCOCCCNC(=O)C(c1ccccc1)N(Cc1cccs1)C(=O)c1ccccc1O (stereo not given)	-0.6	-0.63
Cc1ccc(N2C(=O)c3cccc4c(Oc5ccccc5[N+](=O)[O-])ccc(c34)C2=O)c(C)c1	-0.3	-1.4
Cn1nnnc1SCCNC/C=C/c1ccccc1	0.4	-0.08
CN(CC(=O)NC1CCCCCC1)S(=O)(=O)c1ccc2c(c1)n(C)c(=O)c(=O)n2C	-0.6	-0.21
COC(=O)C1=C(C)OC(N)=C(C#N)C1c1cc2cc(C)ccc2nc1Cl (stereo not given)	0.6	-0.97
O=C(COc1ccc(Nc2ccccc2)cc1)OCC(=O)N1CCCCC1	1.8	1.9
O=C(Nc1ccc(C(F)(F)F)cc1)c1ccccc1-n1cnnn1	-1.1	/
CCCn1nc2cc(C(=O)N(CC)c3ccc(OC)cc3)ccc2c1OCC	-0.6	0.43
O=C(/C=C/c1ccco1)Nc1ccc2nc3n(c(=O)c2c1)CCCC3	/	-0.18

5 of the entries above in order of the Kir21 inh value, smallest number first.
SMILES	STK33 kinase inh	Kir21 inh
Cc1ccc(OCC(=O)Nc2ccc(C(N)=O)cc2)cc1	-0.2	-1.6
Cc1ccc(-c2nnc(N3CCN(c4ccccn4)CC3)c3ccccc23)cc1	-1.7	-1.2
COC(=O)C1=C(C)OC(N)=C(C#N)C1c1cc2cc(C)ccc2nc1Cl (stereo not given)	0.6	-0.97
COCCNC(=O)c1c(CSc2ccccc2)noc1C(=O)NCc1ccccc1	-0.3	1.8
O=C(COc1ccc(Nc2ccccc2)cc1)OCC(=O)N1CCCCC1	1.8	1.9

One compound at a time (already shown):
Entry for CCOc1ccccc1C(=O)Nc1nnc(COC)s1 = STK33 kinase inh = -0.6; Kir21 inh = -0.04
Entry for Cc1ccc(C(C)C)c(OCc2nn(CC(=O)c3ccc(Cl)cc3)c3[n+]2CCCCC3)c1 = STK33 kinase inh = 0.8; Kir21 inh = -2.5

The listing continues.
SMILES	STK33 kinase inh	Kir21 inh
Cc1ccc(-c2noc(CCC(=O)NCCCN3CCN(c4ccc(F)cc4)CC3)n2)cc1	0.4	-1.4
COc1ccc(NC(=O)[C@H](NC(=O)[C@@H]2Cc3ccccc3CN2)c2ccccc2)cc1	-2.3	-0.01
Nc1ccccc1SCC(=O)Nc1nccs1	0.3	0.61
c1ccc(OCCSc2nnnn2-c2ccccc2)cc1	-1.7	0.52
CCOc1cc(/C=N/n2c(C)nc3sc(C)c(C)c3c2=O)ccc1O	-1.5	-0.9
CCOc1ccc(N(CC(=O)NC2CCCC2)C(=O)CCC(=O)Nc2ccccn2)cc1	-1.3	/
O=C1C(Cl)=C(N2CCOCC2)C(=O)N1c1ccccc1Cl	-0.4	1.3
Nc1nc(-c2ccccc2)c(-c2ccc([N+](=O)[O-])cc2)s1	0.1	-0.22
O=C(CN1CCCN(S(=O)(=O)c2ccc(F)cc2)CC1)Nc1cccc(F)c1	-0.3	-0.25
Cc1ccn2cc(CCNS(=O)(=O)c3ccc4c(c3)CCCC4)nc2c1	-0.8	-2.2
O=C(Cc1n[nH]c(=O)c2ccccc12)OCC(=O)c1ccccc1	0.2	/
COc1cccc(N(CC(=O)NCCSc2ccccn2)S(=O)(=O)c2ccccc2)c1	-1.9	-1.3
O=S(=O)(Nc1ccc(Cl)cc1)c1cccc2nsnc12	-0.7	-1.3
CCOc1cc(C(=O)NCCOC)ccc1OC	-6.8	0.49
COc1ccc(NC(=O)/C(=C\c2cc(OC)c(OC)cc2[N+](=O)[O-])NC(=O)c2ccccc2)cc1	-0.2	1.6
O=c1c2ccccc2nnn1CSc1nnc(-c2ccc3c(c2)OCO3)o1	-0.7	1.5
Cc1cc(C)n(C(C)CNS(=O)(=O)c2ccc(Cl)cc2)n1 (stereo not given)	-0.4	-0.73
Cc1nn(CC(=O)Nc2ccc3c(c2)oc2ccccc23)c(=O)c2ccccc12	-2.1	0.29
